Screens from PubChem.
Bfl-1 inhibitors = Bfl-1 inhibitors, primary screen, biochemical, fluorescence polarization, FITC-Bid, mouse (AID 432); Bcl-2-related protein A1 (Mus musculus); FITC-Bid BH3 peptide fluorescence polarization displacement; higher % means a stronger effect; one-dose displacement, % at 20 µM; IC50 in µM for titrated hits; actives 0.02% (n = 64,000); in the data active means a potency from the dose series; inactive means the rest, 99 in 100 with displacement below about 15%; further: strong numbers were not always called active
TNAP inhibition = human TNAP enzyme inhibitors, biochemical, luminescent (AID 518); purified TNAP enzyme, luminescent substrate readout; higher % means a stronger effect; actives 0.09% (n = 64,000); inhibition, % at 20 µM; hits with a dose series show IC50 in µM; in the data active means a potency from the dose series; inactive means the rest, 99 in 100 with inhibition below about 22%;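 further: plate controls were vehicle for no effect and reference inhibitor for full effect; many of its hits are not listed in these tables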
DPM-DC inhibit = S. pneumoniae DPM-DC inhibitors, primary screen, biochemical, PK/LDH-coupled NADH fluorescence; diphosphomevalonate decarboxylase (Streptococcus pneumoniae D39); purified DPM-DC; calls only at 10 µM; AID 556, 2006; actives 0.49% (n = 65,000);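 active means the 320 compounds with the highest percent inhibition in the single-dose primary screen, excluding strongly autofluorescent ones, cut at about 32% in these data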;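 further: kinetic rate of NADH fluorescence loss reporting ADP formed by the decarboxylase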
LYP inhibition = LYP phosphatase inhibitors, primary screen, biochemical, DiFMUP fluorescence, recombinant catalytic domain, 10 µM (AID 606). inhibition, % at 10 µM; hits with a dose series show IC50 in µM. Tyrosine-protein phosphatase non-receptor type 22 (Homo sapiens). 52,000 tested, under 10 active. recombinant LYP catalytic domain, DiFMUP fluorescence; higher % means a stronger effect;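 active means IC50 under 40 µM in the dose-response test; inactive means IC50 of 40 µM or more, or never dose-tested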
HPDE-C7 viability = cytotoxicity in HPDE-C7 cells, cell-based, fluorescence, HTS (AID 430); HPDE-C7 pancreatic duct cells viability, fluorescence; higher % means a stronger effect; cytotoxicity, % at 10 µM, or EC50 in µM where a hit was titrated; actives 1.8% (n = 63,000);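 further: cells exposed to compound for 48 hours before viability readout; 0% = vehicle and 100% = reference cytotoxic drug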
HPDE-C7K KRASV12 = cytotoxicity in KRAS-transformed pancreatic duct cells, primary screen, cell-based, fluorescence, HTS (AID 431); cytotoxicity, % at 10 µM, or EC50 in µM where a hit was titrated; actives 1.7% (n = 63,000); HPDE-C7K KRASV12 cells, Alamar Blue viability, 48 h; higher % means a stronger effect;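 active means compounds whose percent cytotoxicity in the single-dose primary screen, scaled between solvent and toxic-drug controls, exceeds 50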;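 further: 0% = DMSO solvent wells and 100% = doxorubicin-treated wells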
MK inhibit = S. pneumoniae MK inhibitors, primary screen, biochemical, PK/LDH-coupled NADH absorbance; inhibition, % at 10 µM; actives 0.48% (n = 65,000); purified MK, PK/LDH-coupled NADH absorbance 340 nm;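 active means ranked among the strongest by inhibition in the single 10 µM screen, a fixed top-ranked set picked for dose follow-up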; further: no value below 0 was filed
PMK inhibit = S. pneumoniae PMK inhibitors, primary screen, biochemical, mevalonate pathway, pilot trial included; actives 0.49% (n = 65,000); purified PMK, PK/LDH-coupled NADH absorbance 340 nm; phosphomevalonate kinase (Streptococcus pneumoniae D39); inhibition, % at 10 µM;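 active means top-ranked compounds by inhibition in the single 10 µM screen, taking a fixed number of the strongest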;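 further: 0% = full reaction with DMSO carrier and 100% = background rate without enzyme reaction; no value below 0 was filed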
HT1080 viability = cytotoxicity in HT1080 fibrosarcoma cells, cell-based, fluorescence readout (AID 620). HT1080 viability, fluorescence; higher % means a stronger effect. cytotoxicity, % at 10 µM, or EC50 in µM where a hit was titrated. actives 0.42% (n = 87,000);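 further: cells exposed to compound overnight then 4 h with Alamar Blue; 0% = vehicle DMSO and 100% = killing control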
PMK inhibit pilot replicates = second read-out of PMK inhibit, no call of its own (marks repeat the call); inhibition, %; measured here: pilot screen replicates
MK inhibit pilot replicates = second read-out of MK inhibit, no call of its own (marks repeat the call); inhibition, %; measured here: pilot screen replicates
DPM-DC inhibit pilot screen % = further read-out of DPM-DC inhibit, marked with its call; inhibition, %; measured here: pilot screen trials
* = called active by the depositor; i = inactive; x = not tested or not shown; + = active, no number. Unless noted, no stated cut-off is given here; in the data, active means cytotoxicity above about 50%; inactive means the rest.

SMILES	Bfl-1 inhibitors	TNAP inhibition	DPM-DC inhibit	DPM-DC inhibit pilot screen %	LYP inhibition	HPDE-C7 viability	HPDE-C7K KRASV12	MK inhibit	MK inhibit pilot replicates	PMK inhibit	PMK inhibit pilot replicates	HT1080 viability
CN1CCN(C2=C(Cl)C(=O)N(c3cccc(Cl)c3)C2=O)CC1	32%	25%	i	0.0	8%	11%	12%	12	0.0	2	2.5	-1%
CCSC1=C(C#N)C(c2ccccc2OC)CC(=O)N1 (configuration not stated)	-8%	16%	i	0.0	x	-5%	0%	4	0.5	6	2.0	-9%
COc1ccc(C)cc1Cn1c(S(C)(=O)=O)nc2ccccc21	-7%	4%	i	x	-4%	6%	12%	9	x	0	x	-2%
CC1CCN(C(=O)COc2ccccc2F)CC1	3%	6%	i	x	-3%	-16%	-20%	1	x	11	x	0%
Cn1nc(C(=O)Nc2sccc2C(N)=O)ccc1=O	3%	3%	i	x	-6%	x	x	7	x	18	x	-6%
CCOc1ccccc1Nc1nc2ccccc2[nH]1	6%	5%	i	1.0	1%	-2%	2%	16	1.0	7	1.0	6%
COCCSc1ccccc1C(=O)Nc1nnc(C)s1	1%	5%	i	x	4%	-5%	-9%	7	x	5	x	-5%
Cc1oc(-c2ccc(Cl)cc2)nc1CN1CCCC(C(=O)N2CCN(C(=O)c3ccco3)CC2)C1 (configuration not stated)	-1%	6%	i	x	6%	-4%	3%	5	x	6	x	-10%
O=C(Nc1ccccc1-c1nnn(CC(=O)N2CCCc3ccccc32)n1)c1ccco1	-4%	4%	i	x	9%	11%	16%	0	x	0	x	-7%
CSCC[C@H](NC(=O)OC(C)(C)C)c1nnc(SCc2cccc(F)c2)o1	-2%	15%	i	x	14%	-8%	-12%	4	x	13	x	-7%
COc1ccc2nc(NCCO)[nH]c2c1	-1%	8%	i	x	2%	-14%	-14%	5	x	15	x	4%
O=C(NC12CC3CC(CC(C3)C1)C2)c1cncc(O)c1	6%	13%	i	3.0	12%	-6%	-8%	11	3.5	0	2.5	6%
CS(=O)(=O)N(CC(=O)NCCSCc1c(F)cccc1Cl)c1ccc2c(c1)OCO2	-6%	-1%	i	x	7%	-7%	-14%	5	x	11	x	4%
CN1CCN(CC(O)COc2ccc(OCC(O)CN3CCN(C)CC3)cc2)CC1 (configuration not stated)	x	x	i	x	6%	x	x	10	x	16	x	21%
c1cn2cc(-c3ccc4c(c3)OCO4)nc2s1	-9%	7%	i	x	x	10%	15%	2	x	0	x	-6%
COc1ccc(CN2CCCC2C(=O)Nc2ccc(OC)c(OC)c2)cc1OC (configuration not stated)	3%	7%	i	x	0%	-14%	-18%	1	x	0	x	0%
Cc1c(-c2cccs2)[n+](=O)c2c(n1[O-])CCCCC2	-1%	1%	i	x	3%	-7%	5%	8	x	0	x	0%
Cn1c(=O)cc(OCCCC(=O)NCCCN2CCN(Cc3ccccc3)CC2)c2ccccc21	-1%	6%	i	x	1%	-5%	1%	2	x	13	x	8%
CCOC(=O)c1sc2nc(SCC#N)n(CCCN3CCCC3=O)c(=O)c2c1C	-12%	15%	i	1.5	14%	-19%	0%	7	0.0	15	5.0	0%
CCOC(=O)C1=C(C)NC(=O)C(C(N)=O)C12CCCCC2 (configuration not stated)	-5%	11%	i	x	x	-12%	6%	9	x	11	x	-1%
CC1CC(C)CN(c2nc3c(c(=O)n(C)c(=O)n3C)n2CCSc2nc3ccccc3o2)C1 (configuration not stated)	-4%	6%	i	x	0%	-1%	4%	6	x	13	x	-5%
O=C(Nc1nccs1)c1ccc(COc2ccccc2Br)o1	-5%	14%	i	3.0	7%	38%	51%*	1	1.5	0	5.0	10%
Cc1ccc(S(=O)(=O)C2(C(=O)Nc3cccc(F)c3)CC2)cc1	-4%	-4%	i	x	-11%	-6%	0%	15	x	8	x	-5%
C=CCOc1cccc(C2/C(=C(/O)c3ccc(F)cc3)C(=O)C(=O)N2CCN2CCOCC2)c1 (configuration not stated)	2%	9%	i	x	5%	-18%	-26%	13	x	10	x	4%
CCOCCCNC(=O)C1CCN(S(=O)(=O)c2c(C)noc2/C=C\c2ccc(OC)cc2)CC1	-1%	12%	i	11	12%	-14%	-4%	11	12	12	5.5	-9%
Cc1nnc(N2CCCCC2)c2ccccc12	-1%	13%	i	x	6%	3%	-24%	5	x	16	x	0%
COc1cccc(OCC(O)CN2C(C)CCCC2C)c1 (configuration not stated)	-7%	9%	i	x	15%	22%	12%	1	x	14	x	1%
CN1CCN(CC#CCC(O)(c2ccccc2)C2CCCC2)CC1 (configuration not stated)	0%	17%	i	0.5	-9%	-11%	-4%	3	1.0	9	1.5	-1%
C=CCOc1nc2c(c(=O)n(Cc3ccc(Cl)cc3)c(=O)n2C)n1C	-12%	17%	i	x	2%	7%	0%	4	x	10	x	-4%
CC(=O)OCC(=O)[C@@]12OC3(CCCC3)O[C@@H]1C[C@H]1[C@@H]3CCC4=CC(=O)C=C[C@]4(C)[C@@]3(F)[C@@H](O)C[C@@]12C	8%	9%	i	2.5	12%	-7%	-10%	9	0.0	2	2.0	-9%
Cc1ccc(S(=O)(=O)N2CCC(C(=O)N[C@@H](C)C(=O)NC3CCCCC3)CC2)cc1	-8%	9%	i	x	x	-18%	-7%	8	x	0	x	7%
Cc1c(Nc2nc3ccccc3nc2N2CCN(c3ccccc3)CC2)c(=O)n(-c2ccccc2)n1C	7%	12%	i	x	x	-12%	-1%	6	x	6	x	-10%
CCN(CC)CCN1C(=O)C(O)=C(C(=O)c2cccs2)C1c1ccccn1 (configuration not stated)	-1%	13%	i	1.0	14%	0%	0%	5	0.0	5	5.0	10%
COc1cc(OC)nc(NC(=O)C(C)C)n1	-1%	7%	i	x	12%	3%	7%	7	x	4	x	-3%
O=C(CSc1nc2ccsc2c(=O)n1NC(=O)c1ccccc1)NCc1ccco1	0%	4%	i	x	-17%	-10%	1%	9	x	4	x	4%
COC(=O)c1ccccc1COn1c(=O)c(C)[n+]([O-])c2ccccc21	-2%	8%	i	x	13%	-2%	-2%	4	x	5	x	14%
COc1cc2c(=O)n(CC3CCCO3)c(=O)n(CC(=O)Nc3cccc(Cl)c3)c2cc1OC (configuration not stated)	-10%	-2%	i	x	x	-7%	19%	7	x	10	x	x
Cc1ccc(N2CC(C)Cn3c2nc2c3c(=O)n(CC(=O)OCc3ccccc3)c(=O)n2C)cc1C (configuration not stated)	9%	10%	i	2.5	8%	-24%	18%	6	0.0	0	3.5	-2%
CCOc1ccc(N2CC(C(=O)Nc3ccc(F)cc3F)CC2=O)cc1 (configuration not stated)	-4%	0%	i	0.0	-1%	-24%	-20%	3	4.0	0	0.5	-4%
CCOC(=O)c1ccccc1NC(=O)c1ccccc1NS(C)(=O)=O	-6%	7%	i	x	15%	-9%	14%	4	x	1	x	4%
CSc1ccc(S(=O)(=O)Nc2ccc(NC(C)=O)cc2)cc1	-5%	2%	i	x	10%	-15%	-7%	10	x	6	x	-5%
CNC(=O)c1ccsc1NC(=O)CN1C(=O)CCC1=O	-4%	16%	i	0.5	0%	2%	4%	6	1.0	9	5.0	0%
CCOC(=O)Cc1nn(C)c(=O)c2ccccc12	-5%	-7%	i	x	x	-18%	-4%	4	x	7	x	-8%
CCCn1c(=O)c2ccccc2n2c(SCc3nc4ccccc4s3)nnc12	3%	9%	i	x	x	17%	21%	2	x	0	x	-3%
CCCOc1ccc(-c2nnn(CC(=O)Nc3cccc(C(=O)OC)c3)n2)cc1	3%	-4%	i	0.0	x	-18%	-13%	2	0.0	26*	+	0%
O=C(CCC(=O)OCC(=O)c1ccccc1)NC1CCCCC1	-10%	12%	i	2.0	x	-1%	1%	9	0.0	8	2.5	6%
N#CC1=C(N)Oc2c(oc(CO)cc2=O)C1c1cccs1 (configuration not stated)	-8%	16%	i	x	x	10%	0%	x	x	11	x	0%
OC(c1ccc2c(c1)OCO2)c1nccc2ccccc12 (configuration not stated)	3%	14%	i	x	9%	9%	3%	6	x	9	x	-1%

Sorted by molar mass (lowest first): part of the list above
SMILES	Bfl-1 inhibitors	TNAP inhibition	DPM-DC inhibit	DPM-DC inhibit pilot screen %	LYP inhibition	HPDE-C7 viability	HPDE-C7K KRASV12	MK inhibit	MK inhibit pilot replicates	PMK inhibit	PMK inhibit pilot replicates	HT1080 viability
CCOC(=O)Cc1nn(C)c(=O)c2ccccc12	-5%	-7%	i	x	x	-18%	-4%	4	x	7	x	-8%
CNC(=O)c1ccsc1NC(=O)CN1C(=O)CCC1=O	-4%	16%	i	0.5	0%	2%	4%	6	1.0	9	5.0	0%
N#CC1=C(N)Oc2c(oc(CO)cc2=O)C1c1cccs1 (configuration not stated)	-8%	16%	i	x	x	10%	0%	x	x	11	x	0%
O=C(CCC(=O)OCC(=O)c1ccccc1)NC1CCCCC1	-10%	12%	i	2.0	x	-1%	1%	9	0.0	8	2.5	6%
CSc1ccc(S(=O)(=O)Nc2ccc(NC(C)=O)cc2)cc1	-5%	2%	i	x	10%	-15%	-7%	10	x	6	x	-5%
COC(=O)c1ccccc1COn1c(=O)c(C)[n+]([O-])c2ccccc21	-2%	8%	i	x	13%	-2%	-2%	4	x	5	x	14%
CCOc1ccc(N2CC(C(=O)Nc3ccc(F)cc3F)CC2=O)cc1 (configuration not stated)	-4%	0%	i	0.0	-1%	-24%	-20%	3	4.0	0	0.5	-4%
CCCOc1ccc(-c2nnn(CC(=O)Nc3cccc(C(=O)OC)c3)n2)cc1	3%	-4%	i	0.0	x	-18%	-13%	2	0.0	26*	+	0%
CCCn1c(=O)c2ccccc2n2c(SCc3nc4ccccc4s3)nnc12	3%	9%	i	x	x	17%	21%	2	x	0	x	-3%
Cc1ccc(N2CC(C)Cn3c2nc2c3c(=O)n(CC(=O)OCc3ccccc3)c(=O)n2C)cc1C (configuration not stated)	9%	10%	i	2.5	8%	-24%	18%	6	0.0	0	3.5	-2%

(further entries)
SMILES	Bfl-1 inhibitors	TNAP inhibition	DPM-DC inhibit	DPM-DC inhibit pilot screen %	LYP inhibition	HPDE-C7 viability	HPDE-C7K KRASV12	MK inhibit	MK inhibit pilot replicates	PMK inhibit	PMK inhibit pilot replicates	HT1080 viability
O=C(CCC1COc2ccccc2O1)N1CCCC1 (configuration not stated)	-5%	19%	i	x	-9%	-12%	-1%	8	x	5	x	3%
CCOc1ccccc1NC(=O)c1ccc2nccnc2c1	-7%	6%	i	x	x	1%	13%	5	x	10	x	-11%
COc1ccc(-c2nc(C(N)=O)c3[nH]c(=O)n(-c4ccccc4OC)c3n2)c(OC)c1	7%	-4%	i	x	7%	-6%	3%	8	x	0	x	2%
Cc1cccc2cc(CN(Cc3ccco3)C(=O)c3cccs3)c(=O)[nH]c12	1%	0%	i	x	x	-12%	-12%	4	x	7	x	8%
